Screens from PubChem.
TDP1 block – blocks human tyrosyl-DNA phosphodiesterase 1 | Q9NUW8 | recombinant TDP1, AlphaScreen DNA substrate cleavage | Potency, µM (top dose mostly 130 µM), for inactives: at the top dose activity change, negative = inhibition, usual class: inhibitors | 350,000 tested, 0.28% active | AID 485290; also: nearly all actives have a fitted effect of over 40% in size
Target sequence (Q9NUW8 whole entry, looked up): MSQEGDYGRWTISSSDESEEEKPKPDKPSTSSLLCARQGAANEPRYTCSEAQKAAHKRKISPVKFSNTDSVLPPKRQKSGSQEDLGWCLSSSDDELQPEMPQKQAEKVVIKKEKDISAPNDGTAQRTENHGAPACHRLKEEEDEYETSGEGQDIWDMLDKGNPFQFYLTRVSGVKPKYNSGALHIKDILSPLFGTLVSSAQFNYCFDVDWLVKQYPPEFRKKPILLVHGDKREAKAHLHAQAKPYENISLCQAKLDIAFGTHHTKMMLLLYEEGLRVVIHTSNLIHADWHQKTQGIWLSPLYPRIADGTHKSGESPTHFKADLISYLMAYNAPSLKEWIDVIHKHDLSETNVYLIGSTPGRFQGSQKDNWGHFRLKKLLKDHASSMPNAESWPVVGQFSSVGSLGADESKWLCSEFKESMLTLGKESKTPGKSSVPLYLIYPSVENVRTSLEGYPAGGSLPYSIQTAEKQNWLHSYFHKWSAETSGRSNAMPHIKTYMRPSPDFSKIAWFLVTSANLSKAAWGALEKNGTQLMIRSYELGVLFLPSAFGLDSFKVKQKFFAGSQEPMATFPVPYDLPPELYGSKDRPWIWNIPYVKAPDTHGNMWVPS
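Signal: AlphaScreen proximity between streptavidin donor and anti-FITC acceptor beads on intact substrate. Reaction: Tdp1 1 nM, substrate 15 nM final, 5 min RT after 15 min compound preincubation.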
DT40 TDP1 no CPT – qHTS for Inhibitors of human tyrosyl-DNA phosphodiesterase 1 (TDP1): qHTS in cells in absence of CPT; DT40 Tdp1-/- hTDP1 cells, no CPT, ATP luminescence, 48 h; Potency, µM (series often up to 46.2 µM), inactives show top-dose activity change, negative = growth inhibition, actives largely listed as inhibitors; 420,000 tested, 15% active; also: nearly all actives have a fitted effect of over 55% in size
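Growth of hTDP1-complemented DT40 Tdp1-knockout cells is measured by ATP luminescence after at least 48 hr compound exposure at 37 °C, with DMSO substituting for the 20 nM CPT used in the parallel screen.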
DT40 TDP1 CPT – growth inhibition of DT40 Tdp1-/-;hTDP1 cells with camptothecin (screen for TDP1 inhibitors). chicken DT40 Tdp1-/-;hTDP1 cells + 20 nM CPT, ATP luminescence, 48 h. Potency, µM (series often up to 46.2 µM), without a hit: at the top dose activity change, negative = growth inhibition, actives largely listed as inhibitors. 420,000 tested, 12% active. AID 686979; also: nearly all actives have a fitted effect of over 55% in size
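Chicken DT40 Tdp1-/- cells complemented with human TDP1, 400 cells/well, exposed to compounds plus 20 nM camptothecin for at least 48 h at 37 C; viability read as ATP content by CellTiter-Glo luminescence.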
* marks the source's active call; other numbers are inactive results; ? = inconclusive; nt = not tested or not shown; ! = repeats disagree; [ ] = remark or other dose. Calls follow the shape of the dose curve; as a rule, active = well fitted curve in the direction sought with a large enough effect; inconclusive = small, poorly fitted or top-dose-only effect, or another doubt; inactive = no such curve, though single readings can be large; an effect the other way counts as inactive or inconclusive. % is scaled to controls: 0 for no effect and ±100 for the full control effect; potency is read from the fitted curve at half-maximal effect. This is a random part of the collection; any-hit rate near 18%.

1	CC(=O)Nc1ccc(NC2=C(Cl)C(=O)c3ccccc3C2=O)cc1
2	O=C(NCc1cccnc1)/C(=C/c1ccc(-c2cccc(C(F)(F)F)c2)o1)NC(=O)c1ccccc1
3	COC(=O)C(C(=O)NCC1CCCO1)C1CCCCCC1 (centres undefined)
4	CCOc1ccc2nc(NS(=O)(=O)c3cccs3)sc2c1
5	COc1ccc(Cl)cc1Nc1nnc(-c2ccncc2)s1

assay / entry	1	2	3	4	5
TDP1 block	-3%	8%	4%	nt	nt
DT40 TDP1 no CPT	?	18µM*	8%	-15%	7%
DT40 TDP1 CPT	?	13µM*	6%	3%	12%

Along the list, quoted from above:
DT40 TDP1 no CPT, nos. 2 to 5, in order: 18µM*, 8%, -15%, 7%

(cont.)
6	CCC(C)NC(=O)N[C@@H](Cc1ccccc1)C(=O)O (some centres undefined)
7	COC(=O)Cc1c(C)nc2nc(-c3ccco3)[nH]n2c1=O
8	O=[N+]([O-])c1ccc(N2CCNCC2)cc1Sc1nc2ccccc2[nH]1
9	CC(=O)c1cc2c(ccc3ccccc32)oc1=O
10	Cn1c(=O)[nH]c(=O)c2c1nc(Br)n2CCCCSc1nc2ccccc2o1

assay / entry	6	7	8	9	10
TDP1 block	5%	7%	2%	3%	2%
DT40 TDP1 no CPT	0%	-12%	23µM*	12%	18µM*
DT40 TDP1 CPT	6%	-1%	?	23%	?

11	Cc1cc(C)cc(NC(=O)NCCc2c(C)nn(C)c2C)c1
12	Cc1cc(S(=O)(=O)N(Cc2ccccc2F)C2CC2)ccc1-n1cnnn1
13	O=S(=O)(Cc1ccccc1)NCC1CCCN(Cc2ccc(F)c(F)c2)C1 (centres undefined)
14	COc1ccccc1NC(=O)C1=C(C)NC(=O)NC1c1ccccc1[N+](=O)[O-] (centres undefined)
15	O=C(O)/C=C/C(=O)Nc1ccccc1SC(F)(F)F

assay / entry	11	12	13	14	15
TDP1 block	1%	0%	2%	3%	5%
DT40 TDP1 no CPT	-24%	?	-18%	4%	21µM*
DT40 TDP1 CPT	-12%	?	-10%	1%	7.3µM*

16	N#CCCN(Cc1ccccc1)C(=O)Nc1ccccc1
17	COc1nc(NC2OC(CO)C(O)C(O)C2O)c(N)c(=O)[nH]1 (centres undefined)
18	CC(=O)CC1(O)C(=O)N(Cc2ccccc2)c2ccccc21 (centres undefined)
19	COc1cccc(=O)c2c(C)n(CC(=O)c3ccccc3)c(C)c12
20	COc1ccc(OC)c(NS(=O)(=O)c2ccc(SC)cc2)c1

assay / entry	16	17	18	19	20
TDP1 block	0%	nt	0%	6%	0%
DT40 TDP1 no CPT	-3%	-21%	?	-21%	16µM*
DT40 TDP1 CPT	13%	-19%	?	?	9.2µM*

One compound at a time (already shown):
COc1nc(NC2OC(CO)C(O)C(O)C2O)c(N)c(=O)[nH]1 (centres undefined) as listed: TDP1 block: nt; DT40 TDP1 no CPT: -21%; DT40 TDP1 CPT: -19%
COc1cccc(=O)c2c(C)n(CC(=O)c3ccccc3)c(C)c12 as listed: TDP1 block: 6%; DT40 TDP1 no CPT: -21%; DT40 TDP1 CPT: ?

Remaining list, next part
21	Cc1nc2c(C)cccc2cc1C(=O)N/N=C/c1ccc(N(C)C)cc1
22	COc1ccccc1/C=C/C1(C(=O)NC2CCCC2)CC(=O)N1c1ccc(C)cc1 (centres undefined)
23	Nc1[nH]c(C(=O)c2ccccc2)c(-c2ccccc2C(F)(F)F)c1C(=O)NCCc1cccs1
24	COc1cccc(Nc2ncnc3c2cnn3C)c1
25	NC(=O)/C(=C/c1ccco1)NC(=O)/C=C/c1ccccc1

assay / entry	21	22	23	24	25
TDP1 block	6%	-3%	nt	7%	-11%
DT40 TDP1 no CPT	12µM*	23µM*	-13%	-10%	-6%
DT40 TDP1 CPT	5.8µM*	?	-7%	-25%	-2%

26	CCCCc1nn2c(=O)cc(COC(=O)c3ccc(NC(=O)C(CC)CC)cc3)nc2s1
27	CC(C)(C)OC(=O)N1CCC(CNC(=O)c2ccccc2)CC1
28	Cc1nnc(SCc2cc(=O)c3cc(F)ccc3[nH]2)n1C
29	Cc1cc(OCC(=O)N2CCc3ccccc3C2)c2c(-c3ccccc3)cc(=O)oc2c1
30	c1ccc(CCn2nnnc2CN2CCc3ccccc32)cc1

assay / entry	26	27	28	29	30
TDP1 block	1%	1%	3%	2%	-1%
DT40 TDP1 no CPT	-14%	-15%	12%	?	-35%
DT40 TDP1 CPT	-17%	2%	10%	23µM*	?

31	C[C@H](NC(=O)C1(c2ccccc2)CCN(C(=O)OC(C)(C)C)CC1)C(=O)N[C@@H](C(=O)O)c1ccccc1
32	CCOC(=O)c1n[nH]c2ccccc12
33	Cc1ccc(Cl)cc1NC(=O)Cn1cc2c(n1)CCCC2
34	O=C(CSc1nnc(-c2ccncc2)n1CC1CCCO1)NCc1ccccc1 (centres undefined)
35	COc1ccc(-c2c(C#Cc3ccsc3)c3cc(-c4ccc(C(N)=O)cc4)ccc3n2C)cc1

assay / entry	31	32	33	34	35
TDP1 block	nt	3%	3%	1%	0%
DT40 TDP1 no CPT	2%	7%	-15%	-5%	?
DT40 TDP1 CPT	-2%	15%	-16%	11%	23µM*

36	Cc1ccc(NC(=S)NCC2CCCO2)c(OC(F)F)c1 (centres undefined)
37	COc1cccc(CN=CC2=C(O)CC(C)(C)CC2=O)c1OC
38	O=C(CNC(=S)N(CCCN1CCOCC1)Cc1cccs1)N1CCCCCC1
39	CCCCn1c(N)c(N(CC(C)C)C(=O)c2oc3ccc(OC)cc3c2C)c(=O)[nH]c1=O
40	Cn1c(=O)n(C)c2cc(S(=O)(=O)NCCc3ccccc3)ccc21

assay / entry	36	37	38	39	40
TDP1 block	2%	7%	0%	0%	4%
DT40 TDP1 no CPT	0%	-12%	-8%	-19%	23µM*
DT40 TDP1 CPT	1%	3%	-7%	-18%	23µM*

41	COCCN1C(=O)C(=O)/C(=C(/O)c2ccc(S(=O)(=O)N3CCCCC3)cc2)C1c1ccc(O)c(OC)c1 (centres undefined)
42	Cc1cc(C(=O)Nc2ccccn2)no1
43	O=C(Nc1ccc(S(=O)(=O)Nc2nccs2)cc1)c1cc(-c2ccccc2)nc2ccccc12
44	O=C(Nc1ccccc1F)C(Cc1ccccc1)n1cccc1 (centres undefined)
45	O=C(NCc1ccncc1)Nc1ccc(Cc2ccc(NC(=O)NCc3ccncc3)cc2)cc1

assay / entry	41	42	43	44	45
TDP1 block	2%	3%	11%	9%	nt
DT40 TDP1 no CPT	3%	4%	?	15µM*	10µM*
DT40 TDP1 CPT	-3%	0%	?	?	?

46	CCOc1ccccc1NC(=O)COC(=O)Cc1ccc(-c2ccccc2)cc1
47	COC(=O)[C@H](Cc1ccccc1)NC(=O)N(C)Cc1ccccc1
48	C=CCC[C@H](Cc1ccc(F)cc1)C(=O)OC[C@H](C)NC(=O)[C@H](CC=C)CC(=O)N(CCO)Cc1ccccc1
49	Cc1noc(C)c1S(=O)(=O)N1CCCC(C(=O)NCCc2ccc(Cl)cc2)C1 (centres undefined)
50	COc1ccc(C2Nc3ccc(Br)cc3C(c3ccccc3)N2CC(=O)O)cc1 (centres undefined)

assay / entry	46	47	48	49	50
TDP1 block	0%	3%	0%	7%	4%
DT40 TDP1 no CPT	?	-21%	?	?	-17%
DT40 TDP1 CPT	0%	29%	15µM*	?	-3%

51	CC1Oc2ccccc2N(CC(=O)N2CCc3ccccc32)C1=O (centres undefined)
52	Cc1nnsc1NC(=O)OCC(C)C
53	CC1=C(C(N)=O)C(c2ccccc2[N+](=O)[O-])n2ncnc2N1 (centres undefined)
54	COc1ccc(OCCN2CCN(C3CC(=O)N(CCC(C)C)C3=O)CC2)cc1 (centres undefined)
55	COc1ccc(-c2cc(-c3ccc(C)cc3)n[nH]2)c(O)c1

assay / entry	51	52	53	54	55
TDP1 block	4%	5%	nt	-2%	nt
DT40 TDP1 no CPT	-30%	-17%	-6%	-25%	?
DT40 TDP1 CPT	-11%	?	-14%	?	26µM*

56	Cc1ccc2nc(-c3ccc(NC(=O)c4cccnc4)cc3)oc2c1
57	CC1CCC2(CC1)NC(=O)N(CC(=O)NC1CCCCC1C)C2=O (centres undefined)
58	Cc1ccc(NS(=O)(=O)c2ccc(NC(=O)[C@@H]3CCCC[C@@H]3C(=O)O)cc2)c(C)c1
59	O=C(CNCC1CCCCC1)Nc1ccc(OC(F)(F)F)cc1
60	NC(=S)N=Nc1c(O)[nH]c2ccccc12

assay / entry	56	57	58	59	60
TDP1 block	-3%	0%	5%	-8%	-5%
DT40 TDP1 no CPT	?	-66%	-26%	-10%	-10%
DT40 TDP1 CPT	?	?	0%	-15%	13%

61	COc1ccc(N2CC(C(=O)Nc3ccc4c(c3)OCCO4)CC2=O)cc1 (centres undefined)
62	Cc1c(C(=O)N2CCCC2)c(S(=O)(=O)Nc2cccc(Br)c2)c(C)n1C
63	Cc1ccc(C(=O)N2CCCC(N3CCN(c4ccccc4F)CC3)C2)s1 (centres undefined)
64	O=C(NC1=NCCS1)c1cccc(S(=O)(=O)N2CCc3ccccc32)c1
65	O=C(Cc1cccs1)NCc1cccc(CNC(=O)Cc2cccs2)c1

assay / entry	61	62	63	64	65
TDP1 block	nt	4%	2%	3%	6%
DT40 TDP1 no CPT	-16%	0%	?	?	-13%
DT40 TDP1 CPT	-18%	-28%	?	-16%	-15%

66	O=C(COC(=O)c1ccc(Cl)c(S(=O)(=O)N2CCCC2)c1)NCc1ccccc1
67	CSc1c[n+]2c(n1C)CCC2
68	CSc1ccc(-c2nc(CSCC(=O)NC3CC3)c(C)o2)cc1
69	CCN1CCCC1CNC(=O)C(=O)NC(C)C (centres undefined)
70	COc1ccccc1N(C)S(=O)(=O)c1ccc(C(=O)N2CCCC(C(F)(F)F)C2)cc1 (centres undefined)

assay / entry	66	67	68	69	70
TDP1 block	35µM*	1%	4%	6%	-4%
DT40 TDP1 no CPT	-29%	7%	-16%	1%	18µM*
DT40 TDP1 CPT	?	-7%	-24%	9%	?

71	Cc1ccc(N2CCN(c3ccc(C)cc3)C2c2ccccn2)cc1
72	CC(=O)Nc1cccc(Oc2nc(C)cc(C)c2C#N)c1
73	Cc1ccc(CC(=O)N2CCOCC2)cc1
74	CCCOc1ccc(OC(=O)c2ccc(-c3ccc(CCC)cn3)cc2)cc1
75	CCCNC(=O)Cn1cnc([N+](=O)[O-])n1

assay / entry	71	72	73	74	75
TDP1 block	6%	-2%	-4%	-1%[12.3 µM]	-3%
DT40 TDP1 no CPT	-26%	?	-3%	?	-20%
DT40 TDP1 CPT	?	?	-12%	?	-6%

76	CC/C=C\C/C=C\C/C=C\CCCCCCCC(=O)O
77	Cc1cc(-c2ccc(C)c(S(=O)(=O)NC3CCCCC3)c2)on1
78	O=C(Nc1ccc(C(=O)N2CCN(c3ccc(F)cc3)CC2)cc1)c1nsc2ccccc12
79	Cc1ccc(S(=O)(=O)NCN2C(=O)c3ccccc3C2=O)cc1
80	CCOC1OC(=O)C(Cl)=C1Nc1ccccc1C (centres undefined)

assay / entry	76	77	78	79	80
TDP1 block	5µM*!	3%	3%	nt	5%
DT40 TDP1 no CPT	3%	?	?	-23%	-27%
DT40 TDP1 CPT	4%	?	?	-2%	-31%

81	O=C(Nc1ccccc1Cl)NC1CCCCCCC1
82	COc1ccc(OC)c(CNS(=O)(=O)c2ccc3c(c2)CCCN3C(C)=O)c1
83	CC(=O)N1c2ccc(S(=O)(=O)N(C)CC(=O)NC3CCCCC3C)cc2CC1C (centres undefined)
84	CCOC(=O)c1sc(N2C(=O)c3oc4ccc(C)cc4c(=O)c3C2c2ccccc2F)nc1C (centres undefined)
85	Cc1nc2ccc(NC(=O)c3cc(S(=O)(=O)N(C)c4ccccc4)ccc3Cl)cc2s1
86	COc1ccc(-c2cc(C(=O)Nc3nc4ccccc4s3)c3ccccc3n2)cc1OC

assay / entry	81	82	83	84	85	86
TDP1 block	0%	1%	3%	6%	-3%	6%
DT40 TDP1 no CPT	9%	?	16%	-7%	1.8µM*	?
DT40 TDP1 CPT	-14%	?	-18%	18%	1.8µM*	15µM*
